Screens (PubChem BioAssay)
Pf growth 96h = P. falciparum growth inhibition at 96 hours; P. falciparum luciferase reporter growth, 96 h; Potency, µM (doses to about 28.7 µM), without a hit: at the highest dose activity change, negative = inhibition, actives largely listed as inhibitors; 320,000 compounds, 6.9% hits; AID 504834; further: potency means the concentration at half of the fitted maximal effect; on the % scale 0 is the no-effect control and ±100 the full control effect
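Infected RBCs, 2% Hct / 0.05% parasitemia final; luciferase-reporter P. falciparum; cpd 96 h, 37 C, 5% CO2; luciferase detection reagent; luminescence.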
Shiga inhibitor = Shiga toxin inhibition; Vero cells, Shiga toxin protein synthesis inhibition reporter; inhibition, % at 38.7 µM; 290,000 compounds, 9.2% hits; in the data active means inhibition mostly above about 28%, no sharp cut-off; inactive means mostly below about 43%; further: 0% is about no effect
FBPA Giardia inh = Giardia lamblia aldolase inhibition; A8B2U2; purified Giardia FBPA; Potency, µM (series often up to 59.6 µM), without a hit: at the top dose activity, negative = inhibition, most hits filed as inhibitors; 290,000 compounds, 0.71% hits; AID 2451; further: potency means the concentration at half of the fitted maximal effect; on the % scale 0 is the no-effect control and ±100 the full control effect; nearly all actives have a fitted effect of over 55% in size
Target sequence (A8B2U2 whole entry, looked up): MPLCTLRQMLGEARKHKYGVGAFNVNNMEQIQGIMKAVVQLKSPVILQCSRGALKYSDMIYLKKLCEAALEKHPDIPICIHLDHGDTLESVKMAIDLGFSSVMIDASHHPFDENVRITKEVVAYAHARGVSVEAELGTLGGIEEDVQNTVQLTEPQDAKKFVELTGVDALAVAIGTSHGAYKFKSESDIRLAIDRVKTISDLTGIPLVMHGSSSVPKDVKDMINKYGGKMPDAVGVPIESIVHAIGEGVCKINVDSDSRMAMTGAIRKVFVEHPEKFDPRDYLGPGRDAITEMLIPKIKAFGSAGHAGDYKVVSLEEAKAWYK
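40 nM FBPA preincubated 10 min at RT with compound (up to 57.5 uM final), then substrate plus GAPDH/TPI/NAD/arsenate coupling and diaphorase/resazurin added. Fluorescence read after 20 min at RT, 525/598 nm.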
CHX counter = counter-screen for Shiga toxin inhibitors: cycloheximide protein synthesis inhibition | max response, % | 300,000 compounds, 12% hits | AID 2314 | cell reporter, cycloheximide protein synthesis inhibition counterscreen; in the data active means max response mostly above about 13%, no sharp cut-off; inactive means mostly below about 14%; further: read at 38.3 µM for the half of the compounds with a filed dose; 0% is about no effect
Pf growth 48h = inhibits P. falciparum growth in the first generation, 48 h. Potency, µM (titrated, usually from 28.7 µM), for inactives: top-dose activity change, negative = inhibition, actives largely listed as inhibitors. 310,000 compounds, 5.9% hits. P. falciparum luciferase growth in erythrocytes, 48 h; further: potency means the concentration at half of the fitted maximal effect; on the % scale 0 is the no-effect control and ±100 the full control effect
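Luciferase-expressing P. falciparum in infected erythrocytes (2% hematocrit, 0.1% parasitemia final) in RPMI 1640/0.5% Albumax were exposed to compound for 48 hours at 37 C, 5% CO2; growth read as luminescence.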
HCV inhibitor = inhibitors of hepatitis C virus infection. Huh7.5.1 HCVcc-Cre infection, luciferase reporter, 44 h. Potency, µM (series often up to 41.8 µM), inactives show at the top dose activity change, negative = inhibition, usual class: inhibitors. 340,000 compounds, 3.4% hits. AID 651820; further: potency means the concentration at half of the fitted maximal effect; on the % scale 0 is the no-effect control and ±100 the full control effect
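Infectious HCV cell culture screen: compound-treated cells (1,000/well, pre-plated 4 h) are infected with HCVcc-Cre at roughly 0.5 moi and grown 44 h. Infection is quantified by luciferase signal after 15 min substrate incubation at room temperature.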
The depositor's hits bear a star; & = joins results of further samples; [ ] = another dose, or the depositor's remark. Unless noted, the call rests on the fitted dose curve; in most records, active means well fitted curve in the direction sought with a large enough effect; inconclusive means small, poorly fitted or top-dose-only effect, or another doubt; inactive means no such curve, though single readings can be large; an effect the other way counts as inactive or inconclusive.

`COC(=O)c1sccc1-n1cccc1C(=O)C(=O)Nc1ccc(F)cc1` gave Pf growth 96h -5%, Shiga inhibitor 1, FBPA Giardia inh -1%, CHX counter 11, Pf growth 48h -12% and HCV inhibitor inconclusive.
NNC(=O)CN1C(=O)CN=C(c2ccccc2)c2cc(Br)ccc21 was read as Pf growth 96h 1%, Shiga inhibitor 13, FBPA Giardia inh -2%, CHX counter -2, Pf growth 48h inconclusive and HCV inhibitor 20%.
For CCCn1c(N)c(N(CCOC)C(=O)C2CCCC2)c(=O)[nH]c1=O the results were Pf growth 96h -14%, Pf growth 48h -1% and HCV inhibitor 11%.
`O=C(c1cccc(S(=O)(=O)N2CCCCCC2)c1)N1CCN(c2ccccc2F)CC1` gave Pf growth 96h 12%, Shiga inhibitor -5, CHX counter 1, Pf growth 48h 12µM* and HCV inhibitor -21%.
Screening Cc1nn(-c2ccccc2)c(Cl)c1C(=O)OC(C)C(=O)Nc1ccc2c(c1)OCO2 (stereo unspecified) returned Pf growth 96h 16%, Shiga inhibitor -9, FBPA Giardia inh 3%, CHX counter -4, Pf growth 48h -24% and HCV inhibitor -24%.
`COc1ccc2c3c([nH]c2c1)C1CC2C(CC(O)C(OC)C2CO)CN1CC3` (stereo unspecified) gave Pf growth 96h -2%, Shiga inhibitor 11, FBPA Giardia inh -20%, CHX counter -3, Pf growth 48h -4% and HCV inhibitor -27%.
Cc1c(NC(=O)C(C)OC(=O)CCc2c[nH]c3ccccc23)c(=O)n(-c2ccccc2)n1C (stereo unspecified) was read as Pf growth 96h 4%, Pf growth 48h inconclusive and HCV inhibitor 5%.
`O=C(CCC(=O)c1cccs1)Nc1ncccc1O` gave Pf growth 96h 28%, Pf growth 48h -2% and HCV inhibitor 14%.
CC(C)CC(=O)Nc1c2c(nn1-c1ccc([N+](=O)[O-])cc1)CS(=O)(=O)C2 was read as Pf growth 96h 21%, Shiga inhibitor -10, FBPA Giardia inh -11%, CHX counter -3, Pf growth 48h 43%[activator] and HCV inhibitor 12%.
`CN1CCN(Cc2cc(=O)n3ccsc3n2)CC1` gave Pf growth 96h inconclusive, Shiga inhibitor -21, CHX counter 1, Pf growth 48h -5% and HCV inhibitor 5%.
Screening O=C(CSC1=NS(=O)(=O)c2cc(Cl)ccc2N1)Nc1ccccc1F returned Pf growth 96h 33%[activator], Pf growth 48h -20% and HCV inhibitor 2%.
Screening COc1ccc(/C=C2/N=C3CCCCCN3C2=O)cc1 returned Pf growth 96h -8%, Shiga inhibitor 75*, FBPA Giardia inh 0%, CHX counter 30*, Pf growth 48h 5% and HCV inhibitor 0%.
Screening O=C(Cn1sc2ccccc2c1=O)N1CCN(C(=O)c2ccco2)CC1 returned Pf growth 96h 5%, Shiga inhibitor 10, FBPA Giardia inh -6%, CHX counter 15, Pf growth 48h inconclusive and HCV inhibitor -3%.
`CC(=O)NC(CC(=O)NCCN1C(=O)S/C(=C\c2ccccc2)C1=O)c1ccccc1` (stereo unspecified) gave Pf growth 96h inconclusive, Shiga inhibitor 4, FBPA Giardia inh 0%, CHX counter -1, Pf growth 48h inconclusive and HCV inhibitor -8%.
`O=C(CSc1oc(-c2ccco2)nc1S(=O)(=O)c1ccccc1)NCC1CCCO1` (stereo unspecified) gave Pf growth 96h 4%, Shiga inhibitor 9, FBPA Giardia inh -2%, CHX counter -1, Pf growth 48h -5% and HCV inhibitor 1%&7%.
CC(C)CN(C(=O)c1cc(=O)[nH]c2ccccc12)c1c(N)n(Cc2ccccc2)c(=O)[nH]c1=O was read as Pf growth 96h -4%, Pf growth 48h 0% and HCV inhibitor 7%.
Screening O=C(CSc1nnnn1-c1ccc2c(c1)CCC2)Nc1ccc2c(c1)OCCO2 returned Pf growth 96h 10µM*, Shiga inhibitor 33, FBPA Giardia inh -1%, CHX counter 22*, Pf growth 48h 18% and HCV inhibitor inconclusive.
For CCC1CCCCN1S(=O)(=O)c1ccc2c(c1)CCN2C(=O)C1CCC1 (stereo unspecified) the results were Shiga inhibitor -15, FBPA Giardia inh -1%, CHX counter -1, Pf growth 48h 9.3µM* and HCV inhibitor inconclusive.
`Cc1ccccc1NC(=O)c1ccc2nccnc2c1` gave Pf growth 96h inconclusive, Shiga inhibitor 24, FBPA Giardia inh 7%, CHX counter 9, Pf growth 48h 40%[activator] and HCV inhibitor 21%.
Screening Cc1cccc(/C(N)=N/OC(=O)c2ccccc2Cl)c1 returned Pf growth 96h inconclusive, Shiga inhibitor 75*, FBPA Giardia inh 1%, CHX counter 37*, Pf growth 48h 237%[activator] and HCV inhibitor 17%.
C[c-]1[c-](C)[c-](C)[c-](C)[c-]1C.[Fe].c1cc2nccc(N3CCCC3)[c-]2c1 (stereo unspecified) was read as Pf growth 96h inconclusive, Shiga inhibitor 7&-3, FBPA Giardia inh inconclusive, CHX counter -1&-3, Pf growth 48h inconclusive and HCV inhibitor inconclusive.
Screening Cc1ccc(Nc2nc(N)[nH]c(=O)c2N=O)cc1 returned Pf growth 96h inconclusive, Shiga inhibitor -2, FBPA Giardia inh inconclusive, CHX counter -5, Pf growth 48h inconclusive and HCV inhibitor -9%.
For O=C1C[C@H](c2ccc(-c3ccccc3)cc2)N1S(=O)(=O)c1ccccc1[N+](=O)[O-] the results were Shiga inhibitor 6, FBPA Giardia inh inconclusive and CHX counter -3.
For O=C(NNC(=S)Nc1ccccc1Cl)c1ccncc1 the results were Pf growth 96h 72%[activator], Shiga inhibitor 80, FBPA Giardia inh 7%, CHX counter 15*, Pf growth 48h 67%[activator] and HCV inhibitor 0%.
`Cn1c(SCC(=O)N2CCOCC2)nnc1-c1ccco1` gave Pf growth 96h 24%, Shiga inhibitor -4, CHX counter 1, Pf growth 48h 18% and HCV inhibitor 10%.
COc1cc(C2NCCC(=O)C2(C)C)cc(OC)c1OC (stereo unspecified) was read as Pf growth 96h -6%, Shiga inhibitor 1, FBPA Giardia inh -1%, CHX counter 1, Pf growth 48h 4% and HCV inhibitor 32%[activator].
For CCCc1nnc(NC(=O)CCC(=O)N2CCN(Cc3ccc(OC)c(F)c3)CC2)s1 the results were Pf growth 96h -9%, Shiga inhibitor 22, FBPA Giardia inh 7%, CHX counter -2, Pf growth 48h -30% and HCV inhibitor inconclusive.
For CCN1CCN(C(=O)Cn2nc(C)c3sc4ccccc4c3c2=O)CC1 the results were Pf growth 96h 0%, Shiga inhibitor -4, FBPA Giardia inh 2%, CHX counter 1, Pf growth 48h 9% and HCV inhibitor 12%.
Cc1ccc(C(=O)OC(C)C(=O)c2cc(C)c(C)cc2C)o1 (stereo unspecified) was read as Pf growth 96h 2%, Shiga inhibitor 27, CHX counter 20*, Pf growth 48h inconclusive and HCV inhibitor inconclusive.
`CC1(C)Cc2c(ccc3ccccc23)/C(=C/C(=O)N2CCCCC2)N1` gave Pf growth 96h inconclusive, Shiga inhibitor -13, FBPA Giardia inh -9%, CHX counter -5, Pf growth 48h 10µM* and HCV inhibitor inconclusive.
COc1ccc(CCNC(=O)C(=O)NCC2OCCN2S(=O)(=O)c2ccccc2)cc1OC (stereo unspecified) was read as Pf growth 96h inconclusive, Shiga inhibitor -8, FBPA Giardia inh 3%, CHX counter -2, Pf growth 48h -5% and HCV inhibitor -11%.
For Cc1cc(=O)[nH]c(N=N/C(=N/Nc2ccc(O)cc2)c2ccccc2)n1 the results were Shiga inhibitor 100*, FBPA Giardia inh inconclusive, CHX counter 49*, Pf growth 48h inconclusive and HCV inhibitor 6%.
`CSc1ccc(S(=O)(=O)Nc2ccc(S(=O)(=O)Nc3ccc(C)cc3)cc2)cc1` gave Pf growth 96h 9%, Shiga inhibitor 16, FBPA Giardia inh 15%, CHX counter -3 and HCV inhibitor 3%.
C[C@@H]1CN(Cc2nc(-c3cnccn3)no2)C[C@H](C)O1 was read as Pf growth 96h -40%, Shiga inhibitor 11, FBPA Giardia inh 6%, CHX counter 6, Pf growth 48h 13% and HCV inhibitor -2%.
`C=CCn1c(SCc2ccccc2)nc2scc(-c3ccc(C)o3)c2c1=O` gave Pf growth 96h 4%, Shiga inhibitor -5, FBPA Giardia inh 2%, CHX counter 1, Pf growth 48h 7% and HCV inhibitor -2%.
COc1ccc(/C=N/NC(=O)c2cccc([N+](=O)[O-])c2)cc1OS(=O)(=O)c1ccccc1 was read as Pf growth 96h 8%, Shiga inhibitor -17, FBPA Giardia inh -7%, CHX counter -3, Pf growth 48h 14% and HCV inhibitor inconclusive.
`O=C(CCC1CCCC1)Nc1ccc(OCC(=O)N2CCOCC2)cc1` gave Pf growth 96h -15%, Shiga inhibitor 21, FBPA Giardia inh 5%, CHX counter 10, Pf growth 48h 17% and HCV inhibitor 10%.
Screening Cn1c(-c2ccc3c(c2)OCO3)cc(=O)c2ccccc21 returned Pf growth 96h 11%, Shiga inhibitor -7, FBPA Giardia inh -7%, CHX counter -3, Pf growth 48h inconclusive and HCV inhibitor 13%.
Cc1c(/C=N/NC(=O)C(NC(=O)c2ccc3c(c2)OCO3)C(C)C)c2ccccc2n1C (stereo unspecified) was read as Pf growth 96h -15%, Shiga inhibitor 11, FBPA Giardia inh 1%, CHX counter -4, Pf growth 48h -4% and HCV inhibitor 11µM*.
COc1ccc(S(=O)(=O)N(CC(=O)O)c2ccc(C)cc2)cc1 was read as Pf growth 96h -16%, Shiga inhibitor -8, FBPA Giardia inh 23%, CHX counter -2, Pf growth 48h -9% and HCV inhibitor 19%.
`COc1ccccc1NC(=O)NCCN1C(=O)C2C3C=CC(C3)C2C1=O` (stereo unspecified) gave Pf growth 96h 10%, Shiga inhibitor -5, FBPA Giardia inh 2%, CHX counter -6 and HCV inhibitor 19%.
COc1cc(C2CC(=O)Oc3cc(C)cc(C)c32)cc(OC)c1OC (stereo unspecified) was read as Shiga inhibitor inactive, FBPA Giardia inh -16%[89.2 µM], CHX counter 9 and HCV inhibitor 2%.
For CCOC(=O)N1CCN(C(=O)c2cn(C)c3ccc(S(=O)(=O)N(C)C4CCCCC4)cc3c2=O)CC1 the results were Pf growth 96h inconclusive, Shiga inhibitor -3, CHX counter 8, Pf growth 48h 0% and HCV inhibitor -2%.
For Cc1ccc(C(=O)OC(C)C(=O)NC2CCCCC2C)cc1S(=O)(=O)N1CCOCC1 (stereo unspecified) the results were Pf growth 96h -8%, Shiga inhibitor -6, CHX counter 1, Pf growth 48h inconclusive and HCV inhibitor 12%.
Screening O=C1NC(=O)/C(=C\c2cn(Cc3ccccc3F)c3ccccc23)N1 returned Pf growth 96h 15%, Shiga inhibitor -1, FBPA Giardia inh 3%, CHX counter -2, Pf growth 48h inconclusive and HCV inhibitor 23%.
CC(C)CCNC(=S)Nc1ccc([N+](=O)[O-])cc1 was read as Pf growth 96h 18%, Shiga inhibitor 56, FBPA Giardia inh 0%, CHX counter 30*, Pf growth 48h inconclusive and HCV inhibitor inconclusive.
Cc1nn(C)c(C)c1C1Nc2ccccc2C(=O)N1O (stereo unspecified) was read as Pf growth 96h 31%[activator], Shiga inhibitor 42, FBPA Giardia inh -22%, CHX counter 16*, Pf growth 48h 28% and HCV inhibitor 15%.
Screening Cc1ccnc(NC(=O)CCC2CCCCC2)c1 returned Shiga inhibitor 126*, FBPA Giardia inh 0%, CHX counter 42*, Pf growth 48h -13% and HCV inhibitor 17%.
CC(=O)N1CCC2(CC1)NC(=O)N(c1ccccc1)N2 was read as Pf growth 96h 79%[activator], Shiga inhibitor -6, FBPA Giardia inh -1%, CHX counter 0, Pf growth 48h -4% and HCV inhibitor 13%.

Two successive compounds out of the list so far, for reference:
Cc1nn(C)c(C)c1C1Nc2ccccc2C(=O)N1O (stereo unspecified) was read as Pf growth 96h 31%[activator], Shiga inhibitor 42, FBPA Giardia inh -22%, CHX counter 16*, Pf growth 48h 28% and HCV inhibitor 15%.
Screening Cc1ccnc(NC(=O)CCC2CCCCC2)c1 returned Shiga inhibitor 126*, FBPA Giardia inh 0%, CHX counter 42*, Pf growth 48h -13% and HCV inhibitor 17%.
